Screening data as filed in PubChem.
CHRM4 PAM = positive allosteric modulators of human muscarinic M4 receptor; 360,000 compounds, 0.4% hits; CHO-K1 hM4/Gqi5, Fluo-8 calcium fluorescence, ACh EC20; 0% = ACh EC20, 100% = maximal ACh; P08173; activation, % at 3 µM; AID 624126;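 active means activation above its plate's cutoff, the mean activation of sample wells plus 3 SD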; further: some results filed as inactive read as strong as hits
M5 PAM = positive allosteric modulators of human muscarinic M5 receptor. P08912. CHO-K1 hM5, Fluo-8 calcium, ACh EC20 PAM; 0% = ACh EC20, 100% = ACh EC100. activation, % at 3 µM. 360,000 compounds, 0.3% hits. AID 624038;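 active means activation above the run cutoff, the mean activation of all test compounds plus 3 SD, cut at about 18% in these data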
Target sequence (P08912 whole entry, looked up): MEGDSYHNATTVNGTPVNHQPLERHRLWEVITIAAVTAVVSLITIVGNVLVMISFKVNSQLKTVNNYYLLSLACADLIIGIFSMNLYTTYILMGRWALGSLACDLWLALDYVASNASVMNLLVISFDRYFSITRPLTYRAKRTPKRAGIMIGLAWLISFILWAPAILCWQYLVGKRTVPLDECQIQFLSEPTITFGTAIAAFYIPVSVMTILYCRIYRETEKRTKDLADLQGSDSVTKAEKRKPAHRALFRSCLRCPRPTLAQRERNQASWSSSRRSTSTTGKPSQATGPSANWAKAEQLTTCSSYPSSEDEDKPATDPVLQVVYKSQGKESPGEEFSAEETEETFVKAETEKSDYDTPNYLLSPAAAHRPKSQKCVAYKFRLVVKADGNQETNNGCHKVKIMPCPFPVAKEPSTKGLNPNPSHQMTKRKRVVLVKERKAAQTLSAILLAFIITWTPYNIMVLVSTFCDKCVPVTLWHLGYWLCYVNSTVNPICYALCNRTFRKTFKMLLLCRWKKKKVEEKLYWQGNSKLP
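Measured by: Fluo-8 calcium fluorescence; material: human M5 receptor in CHO-K1 cells; schedule: Post-acetylcholine fluorescence recording 140 s; benchmarks: low control EC20 acetylcholine (0%), high control EC100 acetylcholine (100%); read-out: Max/basal fluorescence ratio as % of EC20–EC100 ACh window; compound: single dose, 3 µM nominal final test concentration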
TAAR1 antagonist = human TAAR1 antagonism; Q96RJ0; CHO RD-HGA16 TAAR1, Fluo-8 calcium fluorescence, antagonist; inhibition, % at 3 µM; 360,000 compounds, 1.5% hits; AID 624466;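 active means inhibition above a per-plate cutoff, the mean inhibition of test compounds on that plate plus 3 SD, cut at about 49% in these data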;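 further: 0% = DMSO plus EC80 beta-PEA response and 100% = DMSO alone without agonist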
Target sequence (Q96RJ0 whole entry, looked up): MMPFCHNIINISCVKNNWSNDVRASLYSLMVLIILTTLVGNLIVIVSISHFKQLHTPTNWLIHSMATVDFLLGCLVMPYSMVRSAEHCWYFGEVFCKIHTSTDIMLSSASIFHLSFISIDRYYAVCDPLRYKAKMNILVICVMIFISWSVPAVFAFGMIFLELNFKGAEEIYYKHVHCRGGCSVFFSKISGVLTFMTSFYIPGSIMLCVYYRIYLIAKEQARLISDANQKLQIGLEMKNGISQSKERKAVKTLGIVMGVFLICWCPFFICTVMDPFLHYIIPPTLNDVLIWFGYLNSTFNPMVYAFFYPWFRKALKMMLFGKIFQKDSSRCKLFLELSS
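Test system: hTAAR1-expressing CHO RD-HGA16 cells, Gα16-coupled; Probe or stimulus: EC80 β-phenethylamine stimulus; Compound dosing: single nominal final test compound concentration of 3 µM; Timing: 140 s kinetic read after compound, 140 s after agonist; Signal: Fluo-8 calcium-sensitive fluorescence; Measure: % inhibition of agonist calcium response; Controls: DMSO and EC80 PEA controls.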
M5 antag = blocks acetylcholine activation of human M5 receptor. CHO-hM5 cells, Fluo-8 calcium fluorescence, ACh EC80. inhibition, % at 3 µM. 360,000 compounds, 0.59% hits;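 active means inhibition above a per-plate cutoff, the mean of that plate's test compounds plus 3 SD, cut at about 27% in these data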;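 further: 0% = acetylcholine EC80 with DMSO and 100% = DMSO without agonist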
CRFBP-R2 agonist = CRF-BP/CRF-R2 complex agonism; activation, % at 13.2 µM; 350,000 compounds, 0.46% hits; HEK293 CRF-R2/CRF-BP, calcium dye fluorescence (FLIPR); percent of saturating CRF peptide response;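 active means activation of at least 50%, plus an integration ratio under a set limit after plate pattern correction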;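 further: plate controls were neutral control wells without compound for no effect and CRF at EC100 for full effect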
M5 ag = agonists of human muscarinic M5 receptor (CHRM5). P08912. CHO-K1 hM5 cells, Fluo-8 calcium fluorescence; 0% DMSO wells, 100% maximal acetylcholine response. activation, % at 3 µM. 360,000 compounds, 0.19% hits;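 active means activation above the run's mean over test compounds plus 3 SD, cut at about 23% in these data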;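 further: signal is peak over basal fluorescence ratio across the kinetic read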
M1 PAM parental = counter-screen for M1 PAMs: effect in parental CHO-K1 cells; AID 602247; activation, % at 3 µM; ATP EC20, Fluo-8 calcium fluorescence; 0% at ATP EC20, 100% at ATP max; 360,000 compounds, 0.02% hits;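 active means activation above the run cutoff, the mean activation of all test compounds plus 3 SD, cut at about 40% in these data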;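 further: peak over basal fluorescence ratio in a 140 s read after ATP addition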
CRFBP-R2 block = antagonists of CRF-binding protein/CRF-R2 receptor complex; inhibition, % at 11.8 µM; 350,000 compounds, 0.59% hits; HEK293 CRF-R2/CRF-BP, CRF-induced calcium fluorescence;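 active means inhibition of the ligand-induced calcium signal above about 50% at the single tested concentration, limit read from the data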
TAAR1 agonist = agonists of human TAAR1; Q96RJ0; 360,000 compounds, 0.99% hits; CHO RD-HGA16 TAAR1, Fluo-8 calcium fluorescence; vehicle wells 0%, saturating PEA agonist 100%; activation, % at 3 µM; AID 624467;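 active means activation above the mean activation of all test compounds in the run plus 3 SD, cut at about 38% in these data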
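Repeats: no replicates (n 1) | Material: CHO-derived RD-HGA16 cells with stable Gα16 and human TAAR1 | Technique: Kinetic Fluo-8 calcium fluorescence | Schedule: 17-24 h seeding, 75 min 37 °C dye, 30 min RT | Evaluation: % activation from peak over basal fluorescence ratio, DMSO-to-PEA scaled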
An asterisk follows results filed as active; · = not tested or not shown. This is a random part of the collection. About 4.2% of those tested had a hit in this group.

SMILES | CHRM4 PAM | M5 PAM | TAAR1 antagonist | M5 antag | CRFBP-R2 agonist | M5 ag | M1 PAM parental | CRFBP-R2 block | TAAR1 agonist
COc1cccc(OC)c1C(=O)Nc1nc2ccc([N+](=O)[O-])cc2s1 | -7 | -5 | 7 | -4 | 0.6 | -3 | 8 | -21 | 2
CCN1CCN(Cc2ccc(NC(=O)Nc3ccccc3OC)cc2)CC1 | -5 | -3 | -1 | 5 | 0.2 | -2 | 29 | -8 | 1
CC(=O)Nc1ccc(OCCCN2CCC(C(O)(c3ccccc3)c3ccccc3)CC2)cc1 | -14 | -23 | 0 | 64* | · | -7 | 21 | · | 3
CCOC(=O)N1CCC(NC(=O)C(C)n2c3ccccc3c3cnn(C)c(=O)c32)CC1 (stereo not drawn) | 0 | -6 | -7 | 5 | -1.0 | -1 | 5 | 2 | 1
COc1cc(Nc2ccn3nccc3n2)cc(OC)c1OC | 7 | 1 | 2 | -3 | · | 0 | 17 | · | 1
CN(C(=O)c1ccccc1C(=O)OCC(=O)Nc1ccc(OC(F)F)cc1)c1ccccc1 | 5 | 3 | 2 | -5 | 1.9 | 1 | -12 | -6 | 17
Cc1cccc(-n2ncc3c(=O)[nH]c(SCC(=O)NCCC4=CCCCC4)nc32)c1 | 5 | -4 | -3 | 5 | 2.0 | 2 | 3 | 6 | 4
Cn1cnc(S(=O)(=O)Nc2ccc(C(F)(F)F)cc2)c1 | 4 | -4 | -22 | 2 | 0.7 | -2 | 14 | 7 | 4
Cc1ccc(CN(C(=O)c2cccs2)C2CCS(=O)(=O)C2)cc1 (stereo not drawn) | -1 | -3 | -9 | -3 | -1.1 | -5 | 5 | -2 | 0
C/C(=N\N=C(c1ccccc1)c1ccccc1)c1ccco1 | -6 | -1 | · | 7 | -5.4 | -1 | -10 | 28 | ·
COc1ccc(N(C(=O)c2cnccn2)C(C(=O)NCc2ccccc2)c2ccc(O)cc2)cc1 (stereo not drawn) | -4 | 1 | -15 | 14 | 0.4 | -2 | 3 | 0 | 0
COc1cc(CN2CCCC(C)C2)cc([N+](=O)[O-])c1O (stereo not drawn) | -1 | 2 | 5 | 1 | 0.9 | -1 | -6 | 18 | 26

Gathered by group: the entries above with sulfur
SMILES | CHRM4 PAM | M5 PAM | TAAR1 antagonist | M5 antag | CRFBP-R2 agonist | M5 ag | M1 PAM parental | CRFBP-R2 block | TAAR1 agonist
COc1cccc(OC)c1C(=O)Nc1nc2ccc([N+](=O)[O-])cc2s1 | -7 | -5 | 7 | -4 | 0.6 | -3 | 8 | -21 | 2
Cc1cccc(-n2ncc3c(=O)[nH]c(SCC(=O)NCCC4=CCCCC4)nc32)c1 | 5 | -4 | -3 | 5 | 2.0 | 2 | 3 | 6 | 4
Cn1cnc(S(=O)(=O)Nc2ccc(C(F)(F)F)cc2)c1 | 4 | -4 | -22 | 2 | 0.7 | -2 | 14 | 7 | 4
Cc1ccc(CN(C(=O)c2cccs2)C2CCS(=O)(=O)C2)cc1 (stereo not drawn) | -1 | -3 | -9 | -3 | -1.1 | -5 | 5 | -2 | 0

Further entries
SMILES | CHRM4 PAM | M5 PAM | TAAR1 antagonist | M5 antag | CRFBP-R2 agonist | M5 ag | M1 PAM parental | CRFBP-R2 block | TAAR1 agonist
COc1ccc(/C(C)=N\NS(C)(=O)=O)c(OC)c1 | 5 | 2 | 16 | 0 | 2.2 | -1 | 28 | -2 | -1
Cc1nc(C(C)NC(=O)c2ccc(OC3CCN(Cc4ccccn4)CC3)cc2)c(C)s1 (stereo not drawn) | -4 | 2 | 1 | -3 | -2.3 | -8 | 15 | 18 | 0
COc1ccc(C2NC3=C(CCC3)C3(C#N)C(OC)(OC)N=C(N)C23C#N)cc1 (stereo not drawn) | 3 | 5 | · | -6 | 4.0 | -4 | 16 | 6 | ·
C/C(=N/NC(=O)c1cc(-c2cccc([N+](=O)[O-])c2)n[nH]1)c1cccc(O)c1 | 18 | 0 | -17 | 1 | -1.9 | -2 | 8 | -3 | 1
COc1ccc(CN([C@H](CO)CC(C)C)S(=O)(=O)N(Cc2ccccc2)[C@H](CO)CC(C)C)cc1 | -10 | -32 | 40 | 18 | 11 | -1 | 19 | -6 | 13
c1ccc2c(c1)ccc1nnnn12 | 0 | 6 | -17 | -4 | 0.4 | 3 | 9 | 16 | 10
O=S1(=O)C[C@H](N2CC[C@@H](O)C2)[C@@H](COCc2ccccc2)N1 | 2 | -1 | -7 | 5 | · | 2 | -8 | · | 0
COC(=O)c1cc(Br)c(=O)n(CCC2=CCCCC2)c1 | 8 | -3 | -23 | 2 | -1.5 | -5 | 12 | 4 | -5
Nc1cccnc1Oc1ccc(F)cc1F | -10 | 0 | -21 | 9 | -1.3 | 0 | 7 | 10 | 1
CCOC(=O)N1CCN(C(=O)c2ccc(OCC)cc2)CC1 | 4 | -4 | 2 | -7 | 2.3 | -2 | 1 | 2 | 2
CC(C)CNC(=O)COc1ccccc1[N+](=O)[O-] | -2 | 2 | -6 | -1 | -2.0 | -5 | 6 | -11 | 1
O=C(CSc1nc(-c2ccccc2)c(-c2ccccc2)o1)NC1CCS(=O)(=O)C1 (stereo not drawn) | 8 | -5 | -12 | -1 | -4.7 | -4 | 17 | -35 | 4
C/C(=N\NC(=O)CNC(=O)C(c1ccccc1)c1ccccc1)c1ccccc1 | -1 | 0 | -13 | -4 | 0.4 | -1 | 9 | 11 | 3
O=C(CSc1nc2ccccc2c(=O)n1-c1ccc(F)c(Cl)c1)Nc1ccc2c(c1)CCC2 | 2 | 8 | -6 | -7 | · | 0 | 0 | · | -1
CSc1ccc(CCNS(=O)(=O)c2c(C)[nH]c(C)c2C(=O)N2CCCCC2)cc1 | -5 | -6 | -13 | 17 | 0.3 | -3 | -2 | 3 | 3
COc1ccc(C2C3=C(CCCC3=O)Nc3nc(-c4cc(OC)c(OC)c(OC)c4)nn32)cc1OC (stereo not drawn) | -3 | -5 | 12 | 3 | 1.2 | -3 | 13 | -8 | 7
Cc1cc(NC(=O)CSc2nc3ccccc3c(=O)n2Cc2ccc(F)cc2)no1 | 2 | 0 | -4 | -1 | 0.6 | 1 | 13 | 0 | 3
CC(=O)Nc1cccc(Oc2ccc3c(c2)C(=O)NC3=O)c1 | -4 | 2 | -13 | -1 | -1.0 | 5 | 15 | 4 | 9
Cc1c([N+](=O)[O-])cc(S(=O)(=O)Nc2ccc(-c3ccc(N4CCCC4)nn3)cc2)cc1[N+](=O)[O-] | 7 | 2 | -16 | 0 | -1.1 | 0 | 7 | 10 | -2
CCCCCC(=O)N/N=C(\C)c1ccc(N2CCCCC2)cc1 | 3 | 1 | -2 | -3 | -0.2 | -5 | 14 | 5 | -1
O=C(CN1CCN(C(=O)c2cccs2)CC1)Nc1ccc(Br)cc1 | -6 | -3 | 6 | 0 | 1.5 | 2 | 11 | -13 | 3
COCCCNC(=O)CN(c1cccc(Cl)c1)S(C)(=O)=O | 7 | 9 | -11 | -2 | -0.9 | -3 | 22 | 27 | 3
O=C1NC(c2ccccc2)CCC1(Cl)Cl (stereo not drawn) | 8 | 1 | -1 | -2 | 2.9 | -3 | 14 | -7 | 8
C=Cc1ccc(CC2(C)C(=O)Nc3c(Cl)cccc32)cc1 (stereo not drawn) | -4 | -6 | · | 3 | · | -2 | 19 | · | ·
O=C(NC12CC3CC(CC(C3)C1)C2)c1ccc(-c2ccc(Cl)cc2)o1 | 2 | 1 | -6 | 2 | -1.5 | 1 | 18 | -10 | 0
COc1ccc([C@H]2CC(=O)C=C(c3ccc(Oc4ccccc4)cc3)C2)cc1OC | 8 | -9 | 28 | 0 | 3.1 | 3 | 11 | 2 | 6
CCOc1ccc(NC(=O)COC(=O)c2cccnc2)cc1 | 3 | -2 | 8 | -3 | -2.5 | -2 | 8 | 12 | 0
Cc1ccc(C(O)c2nc3ccccc3n2C(C)C)cc1 (stereo not drawn) | 0 | -4 | -3 | 4 | 3.7 | -3 | -2 | -21 | 5
CC1(Cc2cn(CCC#N)c3ccccc23)OCCO1 | -6 | -4 | -14 | 7 | 1.3 | -2 | -5 | 8 | 19
CCOC(=O)N1CCN(C(=S)Nc2cccc(C)c2C)CC1 | 0 | -2 | 8 | -2 | -3.4 | 5 | 7 | -16 | 2
COc1ccc(CCC(=O)NCCc2ccc(Cl)cc2)cc1 | -4 | -3 | -18 | 7 | 1.9 | -3 | 3 | 2 | 2
COc1cc2[nH]c(=S)n(NC(=O)c3ccccc3)c(=O)c2cc1OC | 10 | -3 | 4 | -5 | 0.6 | 0 | 20 | 33 | 9
CCn1c(SCc2ccccc2)nnc1-c1ccc(S(=O)(=O)N2CCCCC2)cc1 | -7 | -11 | 21 | 0 | -4.5 | 0 | 9 | -14 | 9
CCOc1ccccc1NS(=O)(=O)c1ccc2[nH]c(=O)[nH]c2c1 | 2 | 7 | -13 | 1 | 0.6 | -1 | 20 | -5 | 2
C=Cn1cc[n+](CC(=O)c2ccc(Br)s2)c1 | -13 | -4 | 4 | 8 | 0.1 | -11 | -20 | 6 | 6
O=C(CN1C(=O)NC(Cc2ccccc2)C1=O)Nc1ccc(F)cc1 (stereo not drawn) | 8 | -6 | 16 | 1 | 0.3 | 1 | 4 | -9 | 1
CC(=O)Nc1cc2c(=O)n(Cc3ccccc3)c(C)nc2cc1N1CCOCC1 | -1 | 1 | -5 | 2 | 0.5 | -2 | 11 | -5 | 0
CN(C)c1ccc(C(CNC(=O)c2ccc(C#N)cc2)c2c[nH]c3ccccc23)cc1 (stereo not drawn) | -6 | -9 | -1 | 4 | -0.9 | -5 | -9 | 5 | -2
COc1cc2c(cc1NC(=O)CCCCCN1C(=O)CCC1=O)oc1ccccc12 | -5 | 3 | 4 | -8 | 0.4 | -8 | 20 | -4 | 0
COc1cc(/C=C2\SC(=S)N(CC(=O)O)C2=O)ccc1OS(=O)(=O)c1ccc(C)cc1 | 7 | -3 | -5 | 11 | 2.2 | 2 | 10 | 6 | 2
CN1CCN(c2ccc(CNS(=O)(=O)c3ccc(Cl)cc3)cc2)CC1 | -11 | 0 | -20 | 3 | -1.0 | 0 | 8 | -1 | 4
Cc1ccc2nc(N3C(=O)C(O)=C(C(=O)c4cc5ccccc5o4)C3c3cccs3)sc2c1 (stereo not drawn) | 2 | -14 | · | 3 | 7.9 | -8 | 19 | 12 | ·
Cc1ccccc1C(=O)N1CCC(C(=O)OCC(=O)Nc2cccc([N+](=O)[O-])c2C)CC1 | 9 | -4 | 6 | 3 | 0.9 | 4 | 3 | 5 | 6
CCCC1=Nc2cc(C(=O)N3CCN(c4ccccn4)CC3)ccc2Sc2ccc(C)cc21 | -5 | -1 | 22 | 3 | 2.6 | -3 | 3 | -29 | -1
NC1=NC[C@@H](Cc2ccc(O)cc2)N1CCC12CC3CC(CC(C3)C1)C2 | -4 | -7 | 21 | 5 | -1.3 | -8 | -6 | -6 | 25
